K1F lysis inhibition: protection from phage-mediated lysis, alamar blue read-out – E. coli UTI89, K1F phage, bacterial capsule biogenesis inhibitors (AID 488966). E. coli UTI89 K1F phage lysis, alamar blue, 2 h; higher % means a stronger effect. actives 0.02% (n = 340,000). inhibition, % at 100 µM, or IC50 in µM where a hit was titrated;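 active = phage lysis inhibition, versus mean bacterial control, above a set limit; inconclusive = no clear call, values can overlap the other calls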;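 also: capsule biogenesis inhibitors block K1F phage lysis so surviving cells raise fluorescence; higher fluorescence means more inhibition of phage lysis; actives were called in the ten point dose series up to 300 µM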
human PMI inhibitors: human PMI inhibitors, high substrate, primary screen, biochemical, fluorescence intensity, high mannose 6-phosphate (AID 1220); actives 0.66% (n = 190,000); inhibition, % at 20 µM, or IC50 in µM where a hit was titrated; recombinant PMI enzyme, coupled fluorescence intensity; higher % means a stronger effect
T cell modulator: T cell immune modulation candidate; 2C CD8+ T cell-vesicle binding, flow cytometry; stronger effect = lower value; calls only at 7 µM; actives 0.068% (n = 330,000);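 active = response, share of CD8 T cells binding vesicles, and their 90th percentile fluorescence all below set limits, cut at about 80% in these data, passing the limit was not always enough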
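Assay system – 2C mouse CD8+ T cells · Also added – QL9-loaded Drosophila micro-vesicles · Timing – Cell–vesicle co-incubation 1.5 h at 37 °C, staining 20 min on ice · Signal – flow cytometry of vesicle-bound cells · Measure – percent CD8+ FL2 mean versus row control · Controls – Peptide-free naked vesicles (low) and QL9 vesicles with 0.7% DMSO vehicle (high)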
RSV antiviral HEp-2: inhibition of RSV-induced cytopathic effect – HEp-2 cells, primary 10 µM value included (AID 2391); HEp-2 cells, RSV-induced CPE inhibition; higher % means a stronger effect; CPE inhibition, % at 10 µM; hits with a dose series show IC50 in µM; actives 0.13% (n = 310,000); in the data active = a potency from the dose series; inconclusive = CPE inhibition mostly from about 23% at the one dose, without a potency; inactive = the rest, 99 in 100 with CPE inhibition below about 21%; also: strong numbers were not always called active
M17LAP inhibition: P. falciparum M17LAP inhibitors, primary screen, biochemical, fluorogenic H-Leu-NHMec substrate, 1536-well (AID 1619). inhibition, % at 30 µM, or IC50 in µM where a hit was titrated. recombinant M17LAP, H-Leu-NHMec fluorogenic kinetic assay; higher % means a stronger effect. actives 0.38% (n = 220,000);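 active = compound inhibiting the enzyme by more than half at any dose during confirmatory dose-response retesting; inconclusive = strong single-dose inhibitors picked by rank but not retested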;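 also: plate controls were full reaction with DMSO carrier for no effect and no enzyme background for full effect; strong numbers were not always called active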
P. falciparum M1AAP: P. falciparum M1AAP inhibitors, biochemical, fluorogenic H-Leu-NHMec substrate, 1536-well (AID 1445); recombinant M1AAP, H-Leu-NHMec fluorogenic kinetic assay; higher % means a stronger effect; one-dose inhibition, % at 30 µM; IC50 in µM for titrated hits; actives 0.42% (n = 220,000);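 active = primary inhibition above the hit cutoff, then over 50% inhibition at one or more dose response concentrations, cut at about 23% in these data, passing the limit was not always enough; inconclusive = conflicting primary data, or primary hits not chosen for dose response; inactive = low primary inhibition, or under 50% at every dose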;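 also: plate controls were DMSO full reaction for no effect and no enzyme background for full effect; strong numbers were not always called active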
West Nile virus CPE: inhibition of WNV-induced cytopathic effect – cell-based, CPE readout (AID 1621); West Nile virus-infected cells, CPE inhibition; higher % means a stronger effect; CPE inhibition, % at 10 µM, or IC50 in µM where a hit was titrated; actives 0.02% (n = 290,000); in the data active = a potency from the dose series; inconclusive = CPE inhibition mostly from about 3.7% at the one dose, without a potency; inactive = the rest, 99 in 100 with CPE inhibition below about 2.2%; also: strong numbers were not always called active
TNAP activators: human TNAP enzyme activators, primary screen, biochemical, luminescent, no phosphate acceptor, uHTS (AID 1001) | purified TNAP, luminescent activation assay, no phosphate acceptor; higher activation fold means a stronger effect | one-dose activation fold at 20 µM; EC50 in µM for titrated hits | actives 0.03% (n = 200,000); in the data active = activation fold from about 3, or a potency from the dose series; inactive = the rest, 99 in 100 with activation fold below about 1.6; also: many of its hits are not listed in these tables
PMI inhibitors: MPI enzyme activity inhibition – biochemical, fluorescence intensity, coupled assay, primary screen (AID 1209) | purified PMI enzyme, coupled fluorescence intensity; higher % means a stronger effect | one-dose inhibition, % at 20 µM; IC50 in µM for titrated hits | actives 0.42% (n = 190,000);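 also: plate controls were DMSO vehicle for no effect and wells lacking substrate for full effect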
T cell modulator vesicle-bound %: recorded beside T cell modulator, whose call it bears; double positive events, %; measured here: CD8+ vesicle-bound cell fraction;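 binding gate set so that unloaded-vesicle control wells show 10% double positive cells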
The depositor's hits bear a star; i = inactive; ? = inconclusive; · = not tested or not shown; & = joins results of further samples; [ ] = remark or other dose. Rule as the data show it, unless noted: active = inhibition above about 50%; inactive = the rest.

The opening 8 entries, to show the layout:
SMILES | K1F lysis inhibition | human PMI inhibitors | T cell modulator | T cell modulator vesicle-bound % | RSV antiviral HEp-2 | M17LAP inhibition | P. falciparum M1AAP | West Nile virus CPE | TNAP activators | PMI inhibitors
COc1ccccc1CNC(=O)N1CCN(c2ccccc2)CC1 | 0.6% | · | i | 12 | -0.1% | · | · | -0.5% | · | ·
O=C(CS(=O)(=O)Cc1ccccc1)N1CCc2ccccc21 | 0.0% | 17% | i | 4 | 0.7% | -1% | 8% | -0.6% | 1 | 9%
O=C(CCc1ccccc1)Nc1cccc([N+](=O)[O-])c1 | -0.6% | 4% | i | 20 | 6.3% | 0% | 7% | -0.3% | 1 | -2%
COc1ccccc1NC(=S)N/N=C/c1cccc(C)c1 | 3.8% | 8% | i | 40 | 14% | 0% | 5% | -1.3% | 1.1 | 16%
N/C(=N\c1nc2ccccc2o1)NC(=O)c1ccccc1 | 0.1% | -1% | i | 39 | 1.8% | 4% | 10% | · | 1.1 | 3%
CNC(=O)CCCCC(=O)N/N=C/c1ccc(Cl)cc1Cl | 0.3% | · | i | 17 | -0.2% | 11% | -4% | 0.0% | · | ·
CCCn1c(=O)c(C(=O)Nc2cccc(C)n2)c(O)c2ccccc21 | 0.2% | · | i | 18 | 1.9% | · | · | -1.2% | · | ·
C=CCC1S/C(=N/N=C/c2cccs2)NC1=O (stereo not drawn) | 0.2% | -9% | i | 60 | 2.1% | 7% | 10% | 0.9% | 1.1 | -5%

The listing, repeating the preview:
SMILES | K1F lysis inhibition | human PMI inhibitors | T cell modulator | T cell modulator vesicle-bound % | RSV antiviral HEp-2 | M17LAP inhibition | P. falciparum M1AAP | West Nile virus CPE | TNAP activators | PMI inhibitors
COc1ccccc1CNC(=O)N1CCN(c2ccccc2)CC1 | 0.6% | · | i | 12 | -0.1% | · | · | -0.5% | · | ·
O=C(CS(=O)(=O)Cc1ccccc1)N1CCc2ccccc21 | 0.0% | 17% | i | 4 | 0.7% | -1% | 8% | -0.6% | 1 | 9%
O=C(CCc1ccccc1)Nc1cccc([N+](=O)[O-])c1 | -0.6% | 4% | i | 20 | 6.3% | 0% | 7% | -0.3% | 1 | -2%
COc1ccccc1NC(=S)N/N=C/c1cccc(C)c1 | 3.8% | 8% | i | 40 | 14% | 0% | 5% | -1.3% | 1.1 | 16%
N/C(=N\c1nc2ccccc2o1)NC(=O)c1ccccc1 | 0.1% | -1% | i | 39 | 1.8% | 4% | 10% | · | 1.1 | 3%
CNC(=O)CCCCC(=O)N/N=C/c1ccc(Cl)cc1Cl | 0.3% | · | i | 17 | -0.2% | 11% | -4% | 0.0% | · | ·
CCCn1c(=O)c(C(=O)Nc2cccc(C)n2)c(O)c2ccccc21 | 0.2% | · | i | 18 | 1.9% | · | · | -1.2% | · | ·
C=CCC1S/C(=N/N=C/c2cccs2)NC1=O (stereo not drawn) | 0.2% | -9% | i | 60 | 2.1% | 7% | 10% | 0.9% | 1.1 | -5%
COc1ccc(/C=C/C(=O)Nc2ccc(S(=O)(=O)Nc3onc(C)c3C)cc2)cc1OC | -0.1% | · | i | 25 | 0.7% | · | · | 1.9% | · | ·
CCOC(=O)C1(Cc2ccccc2)CCN(Cc2cccc3nccnc23)CC1 | 0.2% | 9% | i | 13 | 2.2% | 9% | 1% | -0.8% | 1 | 4%
O=C(NCc1ccc(F)cc1)C1CCCN(C(=O)NCc2ccccc2)C1 (stereo not drawn) | 0.4% | · | i | 8 | 1.6% | · | · | -1.3% | · | ·
CNC(=O)CCCc1nc(-c2ccccc2Cl)no1 | 0.2% | -9% | i | 31 | -0.6% | 18% | -5% | 0.6% | 1.2 | -6%
CC(=O)OC(Cn1ccnc1)c1ccccc1 (stereo not drawn) | -0.2% | -6% | i | 46 | 0.8% | -2% | 12% | 0.2% | 1.1 | -5%
COc1ccc(NC(=O)c2cc(S(=O)(=O)N(Cc3ccccc3)c3ccccc3)ccc2Cl)cn1 | 1.6%[50 µM] | 21% | i | 50 | 13% | -11% | 3% | -1.3% | 1.1 | 9%
CN1CCC(N(C)C(=O)Cc2ccccc2[N+](=O)[O-])CC1 | -0.5% | 7% | i | 3 | -0.8% | -6% | 3% | 0.8% | 1.2 | 6%
CCCNCC(O)COc1ccccc1C(=O)CCc1ccccc1 (stereo not drawn) | 11% | -10% | i | 28 | 0.9% | -16% | -3% | 0.0% | 1.1 | -10%
COc1ccc(NC(=O)CSc2n[nH]c(N)n2)cc1OC | 0.3% | 6% | i | 34 | 0.0% | 3% | 5% | 0.3% | 1.1 | -2%
Cc1ccc(S(=O)(=O)N(C)C)cc1NC(=S)NCCc1ccccn1 | 0.1% | 6% | i | 32 | 2.2% | 0% | 5% | 0.3% | 1.1 | 9%
CCOc1ccc(/C=C2/C(=O)N(c3ccc(OC)cc3)C(=S)N2CC(=O)OC)cc1OCC | 0.8% | 27% | i | 7 | 3.0% | 2% | -1% | ? | 1 | 16%
O=C(COc1cc(Cl)ccc1Cl)Nc1ccc2c(c1)CCC2 | 0.8%[50 µM] | 14% | i | 9 | 1.5% | 23% | 5% | -0.1% | 1.1 | 11%
COc1ccc2c(c1)C(C)(CCN)C(=O)N2C (stereo not drawn) | 0.4% | · | i | 21 | 1.2% | · | · | -0.1% | · | ·
COc1ccc(NC(=O)Nc2ccccc2C)c(OC)c1 | -0.3% | 0% | i | 36 | 3.7% | 11% | -1% | 0.5% | 1 | 1%
CO/N=C(/C)CCS(=O)(=O)c1ccccc1 | 0.3% | 6% | i | 63 | -1.0% | 9% | 4% | 0.5% | 1.1 | 2%
Cc1ccc(SC[C@H](C)CN2CC[C@H](C(C)(C)C)CCC2=O)cc1 | -0.2% | · | i | 22 | -1.9% | · | · | -0.9% | · | ·
COC(=O)Nc1sc2c(c1C(N)=O)CCC(C)C2 (stereo not drawn) | -0.7% | 60%* | i | 46 | 2.7% | 26% | 8% | 0.2% | 1.2 | 48%
C=CC#CC1(O)CC(C)[N+](C)(C)CC1C (stereo not drawn) | 1.0% | 7% | i | 12 | 1.6% | 10% | 9% | -0.5% | 1.1 | 27%
Cc1ccc(OCC(O)CN2CCOCC2)c(C)c1 (stereo not drawn) | -0.1% | · | i | 7 | 0.3% | · | · | 1.0% | · | ·
CC1=CC2=NC(=O)/C(=C\c3cccn3CCOc3cc(C)cc(C)c3)C(=N)N2O1 | 0.1% | 14% | i | 0 | 3.9% | 13% | 4% | -1.7% | 1 | 14%
COc1ccc(CN(C)c2ncnc3sccc23)c(OC)c1OC | -1.4% | · | i | 21 | 3.3% | · | · | -0.4% | · | ·
Cc1c(N=C2C(=O)Nc3ccccc32)c(=O)n(-c2ccccc2)n1C | 5.7% | 14% | i | 50 | 1.7% | 11% | 4% | 0.3% | 0.9 | 0%
COCCNS(=O)(=O)c1ccc2c3c(cccc13)C(=O)N2C | 0.6% | 20% | i | 32 | -2.6% | -24% | 2% | -0.3% | 1.1 | 8%
Cc1cccc(CC(=O)NCCN2CCOCC2)c1 | 0.4% | · | i | 64 | 1.8% | · | · | -0.3% | · | ·
Cc1nn(-c2ccccc2)c(=S)c2ccccc12 | -0.3% | 0% | i | 41 | 5.4% | 19% | 8% | 1.4% | 1.1 | 0%
N/C(Cc1cccs1)=N\OC(=O)COc1ccccc1Cl | 0.9%[50 µM] | -4% | i | 46 | 1.4% | 4% | 12% | -0.3% | 1.1 | -1%
Cc1ccc(-c2nc(CS(=O)CC(=O)NCCN(CC(C)C)CC(C)C)c(C)o2)cc1 (stereo not drawn) | -0.1% | 6% | i | 24 | -1.0% | 8% | 7% | 0.2% | 1.1 | 10%
O=C(O)CCNS(=O)(=O)c1ccccc1Br | -0.1% | -4% | i | 31 | -1.9% | -16% | 2% | 0.6% | 1.1 | -13%
CC(OCC(O)CN1CCCCC1CCO)c1ccc(Cl)cc1 (stereo not drawn) | 0.1% | · | i | 22 | -0.2% | · | · | -0.8% | · | ·
CCOC(=O)c1[nH]c(C)c(C(=O)NC)c1C | 5.0% | 14% | · | · | · | 3% | 5% | -0.2% | 1 | 11%
CCCOc1ccc(CSC(CC(=O)O)C(=O)O)cc1 (stereo not drawn) | 2.3% | 0% | i | 55 | 1.8% | 41% | 2% | 0.1% | 1 | -1%
O=C(Cc1ccc(NC2=NC3CS(=O)(=O)CC3S2)cc1)NCCc1ccccc1 (stereo not drawn) | -1.2% | · | i | 34 | 0.5% | · | · | 1.2% | · | ·
CC1=CC(C)(C)NC(=S)N1c1ccc2ccccc2c1 | -1.5%&4.2% | 4% | i | 22 | 9.9% | 5% | 6% | -0.2% | 1.1 | 1%
COCCCNC(=O)CN1C(=O)/C(=C/c2ccccc2)Sc2ccccc21 | 0.1% | · | i | 44 | 1.3% | -12% | 3% | -0.1% | · | ·
COc1ccc(NC(=O)CSc2nc3ccccc3nc2N2CCCCC2)cc1 | 0.5% | · | i | 35 | 2.4% | · | · | -0.4% | · | ·
CC(C)c1ccc(NC(=O)Cn2ncn3c(cc4ccccc43)c2=O)cc1 | 0.0% | · | i | 27 | 0.3% | · | · | 0.0% | · | ·
O=C1C2C3C=CC(C3)C2C(=O)N1CCN1CCN(Cc2ccc([N+](=O)[O-])cc2)CC1 (stereo not drawn) | 0.1% | 1% | i | 66 | 14% | 7% | 7% | -0.5% | 1 | -1%
CN(C)CCCNC(=O)c1cc(C(=O)c2cccc(Cl)c2Cl)c[nH]1 | 0.4% | · | i | 13 | -3.4% | · | · | -0.8% | · | ·
COC(=O)CCC(=O)N1CCCC(CO)(Cc2ccccc2C)C1 (stereo not drawn) | 0.3% | · | i | 40 | 1.1% | -3% | -6% | 0.2% | 1.1 | ·
O=C(N/N=C/c1ccc[nH]1)c1ccccc1OCc1ccc(F)cc1 | -0.3% | · | i | 44 | -1.3% | · | · | -0.3% | · | ·
CC1=CC(C)(C)N=C(NC#N)N1 | 6.8% | 2% | i | 52 | 1.1% | -7% | -1% | 0.2% | 1.2 | 4%

High-throughput results (PubChem BioAssay)
